Screening results (PubChem BioAssay)
KOR beta-arrestin-1: kappa opioid receptor blockers – cell-based, luminescence, uHTS (AID 1778). inhibition, % at 10 µM; hits with a dose series show IC50 in µM. KOR beta-arrestin recruitment, luminescence, antagonist mode; higher % means a stronger effect. actives 0.091% (n = 290,000); in the data active = inhibition above about 50%; note: strong numbers were not always called active
GPR55 beta-arrestin: GPR55 agonists via beta-arrestin recruitment, primary screen, imaging, U2OS cells, beta-arrestin-GFP redistribution (AID 1961). U2OS GPR55 beta-arrestin-GFP redistribution imaging; higher % means a stronger effect. activation, % at 10 µM; hits with a dose series show EC50 in µM. actives 0.048% (n = 290,000);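 active = activation above 40% with more than 50 cells counted in the well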;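 note: U2OS osteosarcoma cells stably expressing GPR55 and beta-arrestin-GFP; plate controls were DMSO negative control for no effect and LPI positive control for full effect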
MgcRacGAP inhibition: MgcRacGAP GTPase-activating activity inhibitors, confirmation, biochemical, ADP Hunter fluorescence; MgcRacGAP-stimulated Rac1 GTP hydrolysis, ADP Hunter fluorescence; higher % means a stronger effect; GST-tagged Rac1 F28L mutant substrate; inhibition, % at 30 µM; hits with a dose series show IC50 in µM; actives 0.6% (n = 340,000); AID 624330;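 active = first-screen hits whose inhibition reached a set limit at any dose in the follow-up dose series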;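 note: fluorescence reports GDP produced by GAP-driven GTP hydrolysis; strong numbers were not always called active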
GPR55 LPI antagonism: inhibition of LPI-stimulated GPR55 beta-arrestin translocation – imaging, U2OS, beta-arrestin-GFP, LPI agonist, primary screen (AID 2013); U2OS GPR55 beta-arrestin-GFP translocation imaging, LPI antagonism; higher % means a stronger effect; one-dose inhibition, % at 10 µM; IC50 in µM for titrated hits; actives 0.13% (n = 290,000);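 active = spots per cell inhibited over 60%, with over 100 cells counted and total cytoplasm intensity under 500,000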;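 note: U2OS cells stably carrying GPR55 and arrestin-GFP stimulated by 5 µM LPI near EC80; imaged beta-arrestin-GFP aggregate spots per cell after agonist stimulation; plate controls were LPI-stimulated DMSO wells for no effect and DMSO wells without LPI for full effect; some results filed as inactive read as strong as hits; confirmed hits need IC50 under 10 µM and bright autofluorescent wells are also inconclusive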
NTR1 agonist: NTR1-driven beta-arrestin-GFP spot formation – imaging, U2OS cells, high content, primary screen (AID 493036); P30989; agonist mode; activation, % at 20 µM; actives 0.17% (n = 330,000);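 active = activation at or above 40% of the spot to cytoplasm intensity ratio, with at least 20 cells analyzed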;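 note: 0% = DMSO without peptide and 100% = 100 nM NTR1 peptide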
Target sequence (P30989 whole entry, looked up): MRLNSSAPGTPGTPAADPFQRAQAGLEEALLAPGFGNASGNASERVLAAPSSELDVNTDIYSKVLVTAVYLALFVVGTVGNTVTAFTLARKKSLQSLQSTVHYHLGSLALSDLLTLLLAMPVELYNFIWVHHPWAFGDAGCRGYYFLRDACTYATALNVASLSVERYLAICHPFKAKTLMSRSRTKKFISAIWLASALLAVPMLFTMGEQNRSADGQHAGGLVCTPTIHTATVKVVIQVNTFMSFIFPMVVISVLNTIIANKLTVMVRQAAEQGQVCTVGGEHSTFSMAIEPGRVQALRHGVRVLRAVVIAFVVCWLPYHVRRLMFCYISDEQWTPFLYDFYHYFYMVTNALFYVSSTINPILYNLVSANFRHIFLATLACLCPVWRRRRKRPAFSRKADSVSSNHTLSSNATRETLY
UTI89 phage lysis: inhibition of K1F phage lysis, E. coli UTI89, bacterial capsule biogenesis inhibitors, alamar blue (AID 488966) | E. coli UTI89 K1F phage lysis, alamar blue, 2 h; higher % means a stronger effect | inhibition, % at 100 µM; hits with a dose series show IC50 in µM | actives 0.02% (n = 340,000);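 active = phage lysis inhibition, versus mean bacterial control, above a set limit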;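 note: capsule biogenesis inhibitors block K1F phage lysis so surviving cells raise fluorescence; higher fluorescence means more inhibition of phage lysis; actives were called in the ten point dose series up to 300 µM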
KOR beta-arrestin-2: KOR agonists, beta-arrestin recruitment, primary screen, cell-based, luminescence, uHTS (AID 1777). KOR beta-arrestin recruitment, luminescence; higher % means a stronger effect. actives 0.02% (n = 280,000). activation, % at 10 µM; hits with a dose series show EC50 in µM; in the data active = activation above about 50%, passing the limit was not always enough; note: a part of the inactive calls stands beside numbers as strong as those of hits
GPR35 arrestin U2OS: GPR35 antagonists blocking zaprinast-driven arrestin recruitment, primary screen, imaging, U2OS, beta-arrestin-GFP, zaprinast agonist (AID 2058); U2OS GPR35 beta-arrestin-GFP translocation imaging, zaprinast antagonism; higher % means a stronger effect; inhibition, % at 10 µM; hits with a dose series show IC50 in µM; actives 0.052% (n = 290,000);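 active = inhibition of at least 50% with at least 30 cells and total cytoplasm GFP at most 10,000,000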
NOD1 inhibition: NOD1 signaling inhibitors, primary screen, cell-based, luminescence, uHTS (AID 1578) | inhibition, % at 4 µM, or EC50 in µM where a hit was titrated | actives 1% (n = 290,000) | NOD1-driven NF-kB luciferase reporter cells, luminescence; higher % means a stronger effect; in the data active = inhibition mostly above about 36%, no sharp cut-off; inactive = mostly below about 34%;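 note: HEK-293T reporter cells stimulated with the NOD1 agonist gamma-tri-DAP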
NTR1 agonist cell count 20 µM: recorded beside NTR1 agonist, whose call it bears; cell count; measured here: cell count, cytotoxicity flag
Numbers without * were called inactive; nt = not tested or not shown; [ ] = another dose, or the depositor's remark. An excerpt; the hit share may differ from the screen's.

SMILES | KOR beta-arrestin-1 | GPR35 arrestin U2OS | GPR55 LPI antagonism | NTR1 agonist cell count 20 µM | KOR beta-arrestin-2 | NOD1 inhibition | UTI89 phage lysis | MgcRacGAP inhibition | GPR55 beta-arrestin | NTR1 agonist
CCOc1ccc(CCNC(=O)c2nnn(CC(=O)Nc3ccc(C)cc3)c2N)cc1OCC | -22% | 16% | 9% | 71 | 2.4% | -18% | 0.1% | 11% | 0.3% | 2.4
CCOc1cccc(CN2CCC(CCC(=O)NC3CC3)CC2)c1O | -11%[20 µM] | -2% | 12% | 73 | -0.4% | -7% | 0.1% | 9% | 0.5% | 0.9
C#CC(CC)(CC)NC(=S)Nc1ccc(S(N)(=O)=O)cc1 | -7% | -10% | 9% | 50 | 1.3% | -26% | 3.8% | 6% | 0.0% | 1.5
N#CC1=C(N)OC2=C(C(=O)CCC2)C1c1ccc(OC(=O)N2CCOCC2)cc1 (stereo not drawn) | 15% | -11% | 11% | 41 | -2.2% | -22% | 1.6% | 6% | -0.1% | 2.3
CC(NC(=O)COc1ncnc2cc([N+](=O)[O-])ccc12)c1ccccc1 (stereo not drawn) | -4% | 1% | 9% | 65 | 0.1% | -26% | 4.0% | 5% | 0.4% | 2.5
COc1cc(NC(=S)NCCSc2ccc(C)cc2)cc(OC)c1 | 12% | 0% | 7% | 89 | 9.6% | 6% | 5.8% | 1% | 0.1% | 1.2
CC1=C(C(=O)Nc2ccc(C)cc2C)C(c2cccc([N+](=O)[O-])c2)n2nc(C(=O)OC(C)C)nc2N1 (stereo not drawn) | -19% | -4% | -15% | 81 | 22% | 31% | 1.8%[50 µM] | 7% | 0.8% | 5.4
c1ccc(-c2csc3ncnc(N4CCOCC4)c23)cc1 | -30%[20 µM] | -1% | 7% | 50 | nt | 43% | 2.1% | 2% | -0.1% | 1.6
CCSc1nnc(NC(=O)c2csc3c2CCC(C)C3)s1 (stereo not drawn) | 27% | -10% | 15% | 55 | 0.1% | nt | 0.4% | 7% | -0.2% | 3.9
O=C(NCCc1c[nH]c2ccccc12)c1ccc(S(=O)(=O)NCc2ccco2)cc1 | -46% | -10% | -17% | 77 | 0.1% | 1% | -0.2% | 10% | -0.2% | -0.8
O=C(Nc1cccnc1)C1=NN(C2CCS(=O)(=O)C2)C(=O)CC1 (stereo not drawn) | -3% | 2% | 3% | 30 | 2.3% | -16% | 0.0% | 4% | 0.5% | 0.0
CN1C(=O)/C(=C/c2ccc(OCc3ccccc3F)cc2)NC1=S | -33% | 1% | 4% | 92 | -3.2% | 0% | 0.1% | nt | -0.3% | 20
Cc1nc([N+](=O)[O-])nn1C12CC3CC(CC(Br)(C3)C1)C2 | 9% | -11% | 11% | 53 | -0.4% | -2% | 1.0% | 12% | 0.0% | 1.7
COc1ccccc1NC(=O)CSc1nnc(NC(=O)c2ccco2)s1 | -1% | 6% | 5% | 58 | 1.8% | -1% | 0.2% | 6% | -0.1% | 1.0
COC(=O)CNC(=O)CSc1ccccn1 | -5% | -10% | 4% | 53 | 0.2% | -10% | 0.6% | 9% | -0.1% | 0.0
C=CCCC(=O)N1CCCC(Cc2cccc(Cl)c2)(C(=O)OCC)C1 (stereo not drawn) | -19% | -10% | -4% | 43 | 0.8% | -12% | -0.3% | 11% | -0.1% | 0.9
Cc1cc(C)nc(SCC(=O)Nc2ccc(S(=O)(=O)Nc3nccs3)cc2)n1 | -14% | 5% | 5% | 47 | -1.2% | nt | 2.4% | 1% | -0.1% | -1.4
COc1ccc(S(=O)(=O)Nc2cc(Sc3ncn[nH]3)c(O)c3ccccc23)cc1 | -66% | -14% | 3% | nt | 2.3% | 93%* | nt | nt | -0.1% | nt
COc1ccc(N2CCN(C(=O)c3ccccc3F)CC2)c([N+](=O)[O-])c1 | 16% | 11% | -3% | 53 | 0.1% | -2% | 0.0% | 16% | -0.1% | -0.3
Cc1ccc(S(=O)(=O)c2c(N)n(Cc3ccco3)c3nc4ccccc4nc23)cc1 | 18% | -7% | 21% | 80 | -1.6% | -23% | 0.7% | 0% | -0.1% | 2.2
CCc1cc(C(=O)N2CCCC(CCC(=O)N3CCN(c4ccccn4)CC3)C2)no1 (stereo not drawn) | 2% | 20% | 1% | 40 | -0.6% | -16% | -1.2% | 4% | 0.4% | 0.3
CC1CCCCC1NC(=O)Cn1cccc1C(=O)c1ccccc1 (stereo not drawn) | -8% | 0% | 2% | 73 | -2.0% | -5% | 0.0% | 10% | 0.9% | -0.3
CCn1c(COc2c(C)cccc2C)nnc1SCC(=O)N1CCN(c2ccccc2)CC1 | 8% | 11% | 3% | 44 | 1.6% | 34% | -0.3% | -7% | 0.0% | 0.7
COc1ccc(C(=O)Cn2c(N3CCOCC3)nc3ccccc32)cc1OC | -19% | 16% | -10% | nt | 2.3% | 8% | nt | nt | 0.2% | nt
CCC(C)(C)n1nnnc1C(c1ccc(C)cc1)N1CCSCC1 (stereo not drawn) | -20% | -3% | 1% | 55 | 3.1% | -17% | 7.2% | 3% | 0.0% | -0.9
Cc1cc(C)nc(N2CCCC(C(=O)NCc3ccccc3F)C2)n1 (stereo not drawn) | -20%[20 µM] | 3% | 6% | 33 | nt | -36% | 1.3% | 2% | 0.2% | 0.4
CCOC(=O)Cc1csc(SC(C)C(=O)Nc2ccc(NC(C)=O)cc2)n1 (stereo not drawn) | 3% | 4% | 0% | 77 | -1.7% | -23% | 0.2% | 2% | -0.1% | -1.3
COc1ccc(NC(=O)C2CCCN(S(=O)(=O)c3ccc4c(c3)CCCN4C(C)=O)C2)cc1Cl (stereo not drawn) | -43% | 4% | 5% | 56 | -4.3% | 31% | 0.3% | 5% | 0.3% | 4.9
CC(CNC(=O)CC(C)(C)C)NC(=O)CC(C)(C)C (stereo not drawn) | 15% | 1% | 9% | 94 | 0.2% | -8% | 5.0% | 2% | -0.4% | -0.2
CCCCCc1nnc(NC(=O)Cc2ccc([N+](=O)[O-])cc2)s1 | -20% | -9% | 3% | 42 | 1.8% | -27% | 0.2% | 12% | 0.2% | 0.4
O=C(COc1nc2ccccc2nc1N1CCOCC1)NC1CCCCC1 | 9% | 6% | -10% | 78 | -1.6% | -25% | -0.2% | -7% | -0.2% | -1.2
COC(=O)Cc1c(C)c2ccc(O)c(CN3CCCC(C)C3)c2oc1=O (stereo not drawn) | 15% | -7% | -11% | 60 | 4.1% | -23% | 3.3% | 11% | -0.1% | 0.3
COc1cccc(OCCNc2cc(N3CCOCC3)ccc2[N+](=O)[O-])c1 | 5% | -18% | 8% | 37 | 2.3% | -30% | -3.1% | 6% | 0.7% | 5.5
CCOC(=O)c1ccc(N=NN(C)C)cc1 | 12% | 3% | -17% | 51 | -1.1% | 7% | 0.2% | 8% | 0.2% | 0.5
O=C(CN(Cc1cccs1)C(=O)CN1C(=O)COc2ccccc21)NCc1ccco1 | -42% | 9% | -20% | 66 | 2.5% | 10% | 0.0% | 11% | 0.0% | 1.5
CN(C)CCCn1c(=O)n(Cc2ccco2)c(=O)c2c3c(sc21)CCCCC3 | 2% | 4% | 10% | 56 | 5.8% | 5% | 1.0% | 9% | -0.2% | 2.1
CCN(CC)C(=O)c1cn(-c2cccc(OC)c2)c(=O)c2ccccc12 | -1% | -6% | -4% | 97 | -6.0% | -4% | 0.0% | 5% | -0.1% | 1.4
O=C(CN1CCOCC1)Nc1nc(-c2ccccc2Cl)cs1 | 28% | 1% | 13% | 102 | -4.1% | -18% | 0.2% | nt | -0.1% | 0.3
C[C@H](NC(=O)OC(C)(C)C)C(=O)N/N=C/C1=Cc2ccccc2OC1 | -12% | 0% | -10% | 62 | 1.1% | -2% | 0.4% | 8% | 0.0% | -0.9
COc1ccc(S(=O)(=O)N2CCCC(C(=O)NCCC3=CCCCC3)C2)cc1 (stereo not drawn) | 13% | -8% | 10% | 44 | -4.3% | nt | 0.1% | 8% | -0.2% | 0.3
CCN(CC)CCNC(=O)CNC(=S)N(CCCN1CCOCC1)Cc1cccs1 | 8% | -11% | -8% | 49 | -4.4% | -22% | 1.8% | 5% | -0.2% | 1.3
OC(CNC1CCCCC1)COCCOc1ccc(Br)cc1 (stereo not drawn) | 11% | 14% | 9% | 33 | -4.6% | -6% | 8.1% | 1% | 0.0% | 0.3
Cc1cccc(C)c1Nc1nnc(SCc2nc3ccccc3s2)s1 | 4% | 6% | 8% | 48 | 8.1% | -40% | 2.5%[50 µM] | 7% | 0.2% | 2.7
C/C(=N\Nc1ncc(Cl)cc1Cl)c1ccc2c(c1)OCO2 | -23% | -8% | 12% | 49 | -3.3% | -55% | -0.4% | 1% | 0.2% | 2.4
CN(C)CCNC(=O)/C=N/O | 12% | 3% | 11% | 83 | -2.7% | -1% | 0.1% | 9% | -0.2% | 0.9
CC(CNC(=O)c1cccc(Br)c1)n1cncn1 (stereo not drawn) | -6%[20 µM] | -1% | -1% | 71 | 0.2% | -35% | 2.2% | 4% | 0.4% | 0.6
COc1cc2ccccc2cc1C(=O)N1CC(C)CC(C)C1 (stereo not drawn) | 39% | 7% | 20% | 58 | -1.0% | -25% | 0.5% | -4% | -0.1% | 1.8
COC(=O)C1=C(O)/C(=C/c2ccc(OCC(=O)Nc3ccccc3)cc2)N=C1C | 25% | -10% | 5% | 70 | 1.4% | -39% | -0.1%[50 µM] | 9% | -0.2% | -0.8
Cc1cc(/C=C2/SC(=S)N(c3ccc([N+](=O)[O-])cc3)C2=O)c(C)n1-c1cccnc1 | -4% | -12% | 9% | 69 | 0.6% | 75%* | 0.1% | 6% | -0.2% | -0.5
COc1ccc(N(CC(=O)NCc2ccccc2)C(=O)Cn2nnc(-c3ccccc3F)n2)cc1OC | 2% | 6% | 13% | 41 | 2.5% | -22% | -3.0% | 3% | -0.1% | -0.7
CN(Cc1ccccn1)C(=O)c1ccc2nc(Cc3cccc(Cl)c3)oc2c1 | 2% | -26% | -4% | 52 | -2.3% | -29% | -0.4% | -6% | 0.1% | -0.6
CCS(=O)(=O)N1CCN(c2ccc([N+](=O)[O-])c(NCc3cccnc3)c2)CC1 | 7% | -8% | -2% | 41 | 0.2% | -14% | -0.6% | -4% | -0.3% | 1.0
CCOC(=O)CC1=C(C(=O)OCC)C(c2ccc(OC)cc2OC)C(C#N)=C(N)O1 (stereo not drawn) | -10% | 9% | -3% | 63 | -1.3% | -19% | 0.6% | 12% | 0.2% | 0.7
CSc1nccc(-c2c(-c3ccc(Cl)cc3)noc2C)n1 | -6% | 19% | 7% | 46 | -0.8% | -12% | 0.7% | 13% | 0.2% | 1.4
CN1CCN(S(=O)(=O)c2ccc(-c3noc(C4CCN(S(C)(=O)=O)CC4)n3)cc2)CC1 | -8% | -18% | 8% | 69 | -2.5% | -12% | 0.5% | 5% | -0.2% | 0.6
